High-throughput results (PubChem BioAssay)
BoNT-F LC inh = inhibitors of Botulinum neurotoxin F light chain protease; actives 0.22% (n = 360,000); inhibition, % at 10 µM; Multiplex microsphere protease cleavage assay, flow cytometry; in the data active means inhibition above about 35%, passing the limit was not always enough; inconclusive means no clear call, values can overlap the other calls; further: plate controls were buffer without enzyme for full effect and enzyme alone for no effect
BoNT-A LC inh2 = BoNT A light chain protease inhibition; multiplex microsphere protease substrate cleavage, flow cytometry; inhibition, % at 10 µM; actives 0.17% (n = 360,000); AID 588499; further: plate controls were buffer without enzyme for full effect and enzyme alone for no effect
PrPC surface inh = reduces human prion protein on the cell surface; P04156; cell surface PrPC, TR-FRET read-out; inhibition, % at 13.8 µM; actives 0.43% (n = 370,000); in the data active means inhibition above about 24%; further: 0% = median of the test wells and 100% = reference compound wells
TcdB inh = TcdB glycohydrolase inhibition; P18177; TcdB glycohydrolase enzymatic assay, plate reader; inhibition, % at 9.99 µM; actives 0.24% (n = 350,000); AID 652162; in the data active means inhibition above about 10%
FadD28 binding = blocks FadD28 binding to the bisubstrate probe; inhibition, % at 12.5 µM; fluorescence polarization; actives 0.22% (n = 360,000); in the data active means inhibition above about 8.5%, passing the limit was not always enough; inconclusive means no clear call, values can overlap the other calls
Anthrax LF prot = anthrax lethal factor protease inhibition. P15917. multiplex microsphere protease cleavage assay, LF. inhibition, % at 10 µM. actives 0.12% (n = 360,000); further: plate controls were buffer without enzyme for full effect and enzyme alone for no effect
Target sequence (P15917 whole entry, looked up): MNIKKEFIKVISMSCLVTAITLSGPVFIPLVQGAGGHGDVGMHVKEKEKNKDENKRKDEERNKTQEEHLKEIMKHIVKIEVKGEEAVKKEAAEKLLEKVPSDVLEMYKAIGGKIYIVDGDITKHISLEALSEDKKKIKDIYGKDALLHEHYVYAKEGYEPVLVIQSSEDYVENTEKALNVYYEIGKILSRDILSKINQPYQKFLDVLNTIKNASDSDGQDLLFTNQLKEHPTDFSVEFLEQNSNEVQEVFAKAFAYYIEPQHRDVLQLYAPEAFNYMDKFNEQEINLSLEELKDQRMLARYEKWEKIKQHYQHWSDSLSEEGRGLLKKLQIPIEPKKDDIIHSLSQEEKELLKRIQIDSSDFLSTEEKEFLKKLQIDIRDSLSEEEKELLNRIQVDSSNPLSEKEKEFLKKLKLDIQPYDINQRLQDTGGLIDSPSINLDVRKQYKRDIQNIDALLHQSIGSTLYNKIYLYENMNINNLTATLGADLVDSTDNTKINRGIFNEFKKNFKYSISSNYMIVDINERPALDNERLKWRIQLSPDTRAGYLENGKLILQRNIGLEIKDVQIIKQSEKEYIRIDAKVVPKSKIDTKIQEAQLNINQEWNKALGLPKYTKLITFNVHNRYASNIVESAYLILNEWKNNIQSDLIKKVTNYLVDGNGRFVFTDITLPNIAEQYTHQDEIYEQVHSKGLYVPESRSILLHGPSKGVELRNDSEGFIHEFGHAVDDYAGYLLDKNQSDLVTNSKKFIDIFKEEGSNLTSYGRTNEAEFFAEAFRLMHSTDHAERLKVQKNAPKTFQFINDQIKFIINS
CCHF vOTU inh = blocks the CCHF virus ovarian tumor domain protease; inhibition, % at 11.5 µM; actives 0.55% (n = 370,000); AID 651958; CCHFV vOTU protease, Pep-AMC fluorescence; in the data active means inhibition above about 30%; further: 0% = vehicle wells with enzyme and 100% = no enzyme wells
Y pestis TopoI = Y. pestis Topo-I inhibition via cleavage products | Y. pestis Topo-I cleavage product accumulation, plate reader | activity, % at 10 µM | actives 0.064% (n = 360,000) | AID 504884; in the data active means activity above about 50%, passing the limit was not always enough; inconclusive means no clear call, values can overlap the other calls; further: inactives centre near 2
PfHsp40 yeast = rescue of PfHsp40-mediated yeast toxicity; S. cerevisiae expressing PfHsp40, growth rescue, ATP luminescence; growth rescue, % at 12.5 µM; actives 0.68% (n = 340,000); AID 504582; in the data active means growth rescue above about 28%, passing the limit was not always enough; inconclusive means no clear call, values can overlap the other calls;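 further: yeast W303a lacking pdr1 and pdr3 grown in galactose medium; growth measured after three days at 30 °C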
An asterisk follows results filed as active; ? = inconclusive; / = no result given; & = joins results of further samples. Unless noted, no stated cut-off is given here; in the data, active means inhibition above about 30%; inconclusive means no clear call, values can overlap the other calls; inactive means below that.

item	canonical_smiles	Anthrax LF prot	TcdB inh	PfHsp40 yeast	Y pestis TopoI	BoNT-F LC inh	FadD28 binding	CCHF vOTU inh	BoNT-A LC inh2	PrPC surface inh
1	CCC1=NN(C(=O)Cc2ccc([N+](=O)[O-])cc2)C(O)(c2ccc(Br)cc2)C1 (configuration not stated)	2	/	0.9	20	6	-4.1	-10	0.4	3
2	COc1cccc(C(=O)Nc2nnc(S(=O)(=O)N(C)Cc3ccccc3)s2)c1	6	2.5	-1.2	2	5	1.0	-5	-1.0	6
3	O=C(c1ccncc1)c1nccn1-c1ccccn1	-2	/	1.5	-2	-10	-2.8	-12	-0.4	-5
4	C[C@@H]1CN([C@H](C)CO)S(=O)(=O)c2ccc(C#Cc3cccc(F)c3)cc2O[C@@H]1CN(C)C(=O)CN1CCOCC1	-4	-2.5&-0.5&-0.3	/	4	-8	-4.0	-1	-0.4	-9
5	CCCCCCCCN1C(=O)N(C)C(N(O)C(=O)NC)C1(C)C (configuration not stated)	4	/	0.4	1	15	-3.2	/	1.4	/
6	COc1ccc(CCNS(=O)(=O)CCNC(=O)c2ccc3c(c2)OCO3)cc1	-2	0.9	0.5	-2	-7	-2.3	0	-1.5	-2
7	O=C(COc1ccc(Cl)cc1)N(Cc1ccc(F)cc1)C1CCS(=O)(=O)C1 (configuration not stated)	-2	2.2	1.4	19	4	-0.7	5	1.4	3
8	CCc1ccccc1NC(=O)CCCN1C(=O)C2CC=CCC2C1=O (configuration not stated)	-1	1.0	0.3	1	2	0.2	8	0.9	5
9	CCO[C@H]1OC(C(=O)N2CCN(Cc3ccc4c(c3)OCO4)CC2)=C[C@@H](c2ccc3c(c2)OCO3)[C@@H]1CCCO	2	1.6&-0.9	0.2	9	-3	1.5	-8	-0.2	6
10	CC(OC(=O)Cc1coc2cc3c(cc12)CCC3)C(=O)NCc1ccc2c(c1)OCO2 (configuration not stated)	-4	/	1.0	29	10	-2.2	5	-1.0	6
11	O=C(N/N=C/c1ccco1)C1COc2ccccc2O1 (configuration not stated)	-1	/	-0.5	-4	-4	-2.5	14	-0.3	6
12	CC1(C(=O)NS(=O)(=O)c2ccccc2Cl)CCN1C(=O)CCc1ccccc1 (configuration not stated)	-6	0.0	/	4	-9	-0.3	21	-0.5	-5
13	CC(C)(C)SCCNS(=O)(=O)c1ccc(Cl)cc1	-6	2.8	0.8	6	-11	-0.2	-2	-2.2	5
14	COc1cc(NC(=O)CSc2nncn2C)c(C)cc1[N+](=O)[O-]	-3	-0.3	-0.9	0	-10	-0.8	1	-2.1	1
15	COC(=O)C1CC(c2c(OC)cc(OC)cc2OC)=NO1 (configuration not stated)	0	/	0.7	-4	-5	-2.9	1	0.8	10
16	O=C(O)CSc1ccc(NC(=O)Nc2ccccc2F)cc1	20	0.8	-2.4	4	?	0.8	4	0.0	4
17	CCOc1ccc(-n2c(C)cc(C(=O)NS(=O)(=O)c3ccc(C)cc3)c2C)cc1	1	0.0	0.8	-1	1	2.5	5	0.8	-1
18	CCOc1ccc(CCNC(=O)c2cccc(S(=O)(=O)N3CCCC3)c2)cc1OCC	-3	2.0	-0.1	9	7	-1.0	20	0.4	3
19	O=S(=O)(Nc1ccc(N2CCCCC2)cc1)c1ccc(F)cc1F	-21	-71	/	5	?	-2.0	-8	-19	5
20	N#Cc1c(/N=C/c2ccccc2)oc(-c2ccccc2)c1-c1ccccc1	-2	/	-1.4	-8	8	-2.3	-4	-0.3	-4
21	CCCCNc1nc(N)ncc1[N+](=O)[O-]	10	-0.4	0.2	6	?	-2.6	8	-4.6	-17
22	COc1cccc(COC(=O)C2CCN(S(=O)(=O)c3ccc(C)cc3)CC2)c1OC	1	2.8	0.0	23	3	-3.8	-5	6.1	5
23	CC(OC(=O)Cn1cnc2c1c(=O)n(C)c(=O)n2C)C(=O)N(C)c1ccccc1 (configuration not stated)	0	0.8	0.0	3	22	-2.3	-8	5.7	7
24	Cc1ccc(Cl)cc1N1CCN(S(=O)(=O)c2cn(C)cn2)CC1	0	0.3	0.2	17	6	-2.7	8	1.7	1
25	Cc1ccc(CNC(=O)CCSCc2cccc(F)c2)cc1	-5	0.6	0.5	14	5	/	2	-2.8	-4
26	O=C(OCC(=O)N1CCN(C(=O)c2ccco2)CC1)c1ccc(Cl)c(Cl)c1	-4	0.4	-0.8	18	0	-0.5	-1	-1.2	3
27	COc1ccc(-c2cc(-c3ccccc3)c(C#N)c(S(C)(=O)=O)n2)cc1	-1	/	-1.3	32	3	1.0	7	0.0	10
28	CCN1c2ccccc2-c2nc3ccccc3n2C1c1cccnc1 (configuration not stated)	2	/	-0.1	22	-10	-1.9	-26	0.2	-2
29	CCOC(=O)c1oc2ccccc2c1NC(=O)c1ccc(Cl)s1	-6	0.3	0.0	-3	4	2.7	5	-0.4	-6
30	COc1cc2c(cc1NC(=O)COC(=O)C1CC(=O)N(Cc3ccco3)C1)oc1ccccc12 (configuration not stated)	-1	/	1.3	2	-1	0.0	14	0.1	0
31	COc1cccc(CN2CC(C(=O)N(C)Cc3ccnc4ccccc34)CCC2=O)c1 (configuration not stated)	-5	-0.2	-0.9	-16	-3	-1.7	18	-1.7	0
32	COc1ccc(/C=N/NC(=O)c2cccc(C(=O)N/N=C/c3ccc(OC)c(OC)c3)n2)cc1OC	-11	-0.6	-0.4	4	3	/	4	-0.4	2
33	Cc1ccc(OCCOC(=O)CN2C(=O)NC3(CCCC3)C2=O)cc1	1	-1.8	-0.8	-2	-8	-1.0	-7	-2.5	-2
34	C[C@@H]1C(=O)N(c2ccccc2)[C@@H]1c1ccncc1	-4	-0.8	-0.2	-12	-6	-1.2	-3	-0.7	0
35	COC(=O)CNC(c1ccccc1)c1cc(Br)ccc1NS(=O)(=O)c1ccc(C)cc1 (configuration not stated)	-2	0.1	-0.1	14	15	-4.0	-10	2.1	-3
36	CCOC(=O)N1CCN(C(=O)CNC(=O)Cc2ccc(Cl)cc2)CC1	-6	/	-1.5	0	-9	-2.2	0	0.0	-3
37	COc1cc(C2Nc3ccccc3C(=O)N2c2ccccc2)c(Br)cc1OCC(=O)O (configuration not stated)	-2	/	-1.0	2	-6	-0.4	-32	-0.9	26*
38	CCCCc1c(O)cc(C)[nH]c1=O	6	-0.5	-0.4	5	?	-2.2	-5	3.3	0
39	O=C(CCc1ccccc1)NNC(=O)CCc1ccccc1	-6	0.2	-0.4	5	-7	-3.3	-11	-0.3	7
40	Oc1ccccc1/C=N/Nc1nn[nH]n1	-3	-1.7	-0.6	-2	-3	-2.4	-12	-1.7	-2
41	CCc1noc(C)c1C(=O)OCC(=O)c1ccc(OC)c(OC)c1	-5	1.7	-1.0	0	3	-1.8	0	-0.4	0
42	Cc1ccc(OCCCCCN2CCOCC2)cc1	-2	1.4	-0.7	-9	-2	-6.0	-8	1.6	2
43	Cc1ccc(CNC(=S)NC2CCC(C(C)(C)C)CC2)cc1 (configuration not stated)	0	0.3	188*	25	6	2.2	0	-0.3	2
44	COc1ccc(/C(C)=N/NC(=O)CNC(=O)c2cccnc2)c(OC)c1	4	0.8	-1.3	6	20	0.9	8	0.1	6
45	COCCN(C(=S)Nc1ccccc1C)C(C)c1ccco1 (configuration not stated)	1	2.0	-0.3	-9	-16	-0.8	3	-1.3	4
46	CCc1[nH]c(=O)c(C#N)c2c1CCCC2	3	/	-0.6	3	-1	-0.1	13	1.7	-5
47	C[C@H](CO)N1C[C@H](C)[C@@H](CN(C)Cc2ccncc2)Oc2c(NC(=O)C3CCCCC3)cccc2C1=O	-2	0.4&-0.2	-0.8	23	0	0.9	1	-0.3	-12
48	CCCc1cc(C(=O)Nc2cccnc2)no1	-15	3.0	-0.7	-4	-10	-1.9	-7	0.4	3
49	COc1ccc(/C=N/NC(=O)c2ccc(CSc3nc(C)cc(C)n3)cc2)cc1O	-1	3.5	1.9	18	3	-6.8	3	-0.4	7
50	COCC(=O)N1CCC(Oc2ccc(C(=O)NCc3cc(C(C)C)no3)cc2)CC1	-1	0.6	1.1	-16	0	1.7	-7	3.1	6

A different layout for part of the listing above.
41. CCc1noc(C)c1C(=O)OCC(=O)c1ccc(OC)c(OC)c1
  Anthrax LF prot: -5; TcdB inh: 1.7; PfHsp40 yeast: -1.0; Y pestis TopoI: 0; BoNT-F LC inh: 3; FadD28 binding: -1.8; CCHF vOTU inh: 0; BoNT-A LC inh2: -0.4; PrPC surface inh: 0

36. CCOC(=O)N1CCN(C(=O)CNC(=O)Cc2ccc(Cl)cc2)CC1
  Anthrax LF prot: -6; TcdB inh: /; PfHsp40 yeast: -1.5; Y pestis TopoI: 0; BoNT-F LC inh: -9; FadD28 binding: -2.2; CCHF vOTU inh: 0; BoNT-A LC inh2: 0.0; PrPC surface inh: -3

31. COc1cccc(CN2CC(C(=O)N(C)Cc3ccnc4ccccc34)CCC2=O)c1 (configuration not stated)
  Anthrax LF prot: -5; TcdB inh: -0.2; PfHsp40 yeast: -0.9; Y pestis TopoI: -16; BoNT-F LC inh: -3; FadD28 binding: -1.7; CCHF vOTU inh: 18; BoNT-A LC inh2: -1.7; PrPC surface inh: 0

(more compounds)
item	canonical_smiles	Anthrax LF prot	TcdB inh	PfHsp40 yeast	Y pestis TopoI	BoNT-F LC inh	FadD28 binding	CCHF vOTU inh	BoNT-A LC inh2	PrPC surface inh
51	CCOC(=O)CCCNS(=O)(=O)c1c(C)ccc2nsnc12	2	/	0.9	1	8	-2.6	-1	0.4	-16
52	CC1=C(C)CC(C(=O)Nc2nccs2)C(C(=O)O)C1 (configuration not stated)	-10	0.4	-0.9	3	25	-3.9	-6	-2.9	9
53	O=C(Nc1cccc(Cl)c1)c1cc(N=Nc2ccc([N+](=O)[O-])cc2Cl)ccc1O	-4	1.5	-0.9	-20	-11	0.7	0	-3.3	-4
54	O=C(O)c1ccccc1-c1ccccc1C(=O)Nc1ccc(F)cc1	16	1.7	-2.2	3	-15	1.2	-5	1.6	3
55	CS(=O)(=O)N1CCC(C(=O)Nc2cc(Cl)ccc2Cl)CC1	-2	-1.8	1.1	3	-2	-0.2	10	-1.0	4
56	Cc1ccc(C)c(Cn2c3ccccc3c3cnn(CC(=O)NCCN4CCOCC4)c(=O)c32)c1	-2	1.5	0.4	33	-1	-2.3	4	-0.1	-1
57	CN(C)S(=O)(=O)c1ccc(N2CCCC2)c(C(=O)NNC(=O)COc2cccc(F)c2)c1	-7	-1.4	-1.0	-13	-6	-3.5	-5	0.8	-3
58	Cc1ccc(OC(=O)c2oc3ccc(F)cc3c2C)c(C)c1	2	0.0	-0.3	-7	-1	-0.2	15	0.8	-1
59	COC(=O)CCC(C)C1CCC2C3CCC4CC(O)CCC4(C)C3=CC(=O)C12C (configuration not stated)	-1	2.6	1.8	8	-5	-2.3	19	-0.5	3
60	O=C(N/N=C\c1cccnc1)c1cc(-c2ccc(Cl)s2)[nH]n1	12	1.2	-1.7	5	2	-2.0	14	-1.0	-7
61	CC(C)(C)n1ncc2c(=O)n(CC(=O)Nc3ccc4c(c3)OCO4)cnc21	-9	1.1	-0.5	-6	-8	1.3	1	-0.5	4
62	FC(F)(F)c1cccc(Cc2noc(CN3CCCC(OCc4ccccn4)C3)n2)c1 (configuration not stated)	1	0.5	0.1	15	-3	-2.4	21	-0.7	-10
63	CC1(C)C([N+](=O)[O-])C(c2ccc(F)cc2)NC(c2ccc(F)cc2)C1[N+](=O)[O-] (configuration not stated)	29	0.6	1.6	-6	?	-1.6	-2	7.0	0
64	Cc1cc(=O)oc2cc(OCC(=O)Nc3ccc(F)cc3F)ccc12	-5	2.0	0.1	-1	-7	-1.2	7	0.4	-2
65	Cc1nc2ccccn2c1/C(O)=C1\C(=O)C(=O)N(CCCn2ccnc2)C1c1ccncc1 (configuration not stated)	-1	/	-0.1	-4	-4	0.5	8	-0.2	7
66	S=P(NCCSCc1ccccc1)(N1CC1)N1CC1	0	0.6	0.2	25	-8	-6.0	6	0.2	-1
67	CC(C)NC(=O)CSc1nnc(-c2ccc3ncccc3c2)n1C	-10	0.8	0.7	0	?	-0.9	-10	?	1
68	COC(=O)[C@]12C(=O)NC[C@H](CN1c1ccc(Cl)c(C)c1)N2C	-6	-0.6	-0.6	14	-4	0.1	-1	0.4	2
69	CC(=O)c1cccc2c(O)c(C3=Nc4ccccc4C3=O)[nH]c12	-6	/	0.9	-15	10	1.6	16	1.1	-4
70	O=C(CCN1C(=O)S/C(=C\c2ccc(F)cc2)C1=O)Nc1ccc(O)cc1C(=O)O	-4	0.8	0.2	8	-9	0.1	22	-2.3	-16
